HTR5A inv ag: inverse agonist of human HTR5A in OPRM1-OPRD1 counter-screen. P47898. HTR5A cell line, luminescence, inverse agonism. inhibition, % at 9.3 µM. actives 0.083% (n = 340,000). AID 504634; in the data active = inhibition mostly above about 23%, no sharp cut-off; inactive = mostly below about 18%;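 also: 0% = cells with DMSO and 100% = no-cell wells with DMSO; some compounds called inactive have numbers as strong as hits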
Target sequence (P47898 whole entry, looked up): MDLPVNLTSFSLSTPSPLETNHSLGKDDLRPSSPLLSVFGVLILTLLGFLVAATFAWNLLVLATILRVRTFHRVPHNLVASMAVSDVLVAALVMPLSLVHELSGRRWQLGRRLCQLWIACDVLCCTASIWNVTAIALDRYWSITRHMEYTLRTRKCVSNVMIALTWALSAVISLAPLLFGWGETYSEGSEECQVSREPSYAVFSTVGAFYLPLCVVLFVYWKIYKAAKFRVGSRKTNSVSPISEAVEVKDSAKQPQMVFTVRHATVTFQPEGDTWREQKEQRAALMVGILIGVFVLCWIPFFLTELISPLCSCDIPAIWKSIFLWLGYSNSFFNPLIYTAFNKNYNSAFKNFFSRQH
Keap1-Nrf2 PPI: Keap1-Nrf2 (human) interaction inhibition; Q14145; Keap1 Kelch-Nrf2 peptide fluorescence polarization, 1536-well; inhibition, % at 9.4 µM; actives 0.15% (n = 340,000); AID 504523; in the data active = inhibition above about 12%;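 also: human Keap1 Kelch domain with fluorescein labeled Nrf2 9mer peptide probe; 0% = neutral control wells and 100% = peptide positive control; higher means more block of Keap1 binding to Nrf2 peptide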
Target sequence (Q14145 whole entry, looked up, the tested form may be a part): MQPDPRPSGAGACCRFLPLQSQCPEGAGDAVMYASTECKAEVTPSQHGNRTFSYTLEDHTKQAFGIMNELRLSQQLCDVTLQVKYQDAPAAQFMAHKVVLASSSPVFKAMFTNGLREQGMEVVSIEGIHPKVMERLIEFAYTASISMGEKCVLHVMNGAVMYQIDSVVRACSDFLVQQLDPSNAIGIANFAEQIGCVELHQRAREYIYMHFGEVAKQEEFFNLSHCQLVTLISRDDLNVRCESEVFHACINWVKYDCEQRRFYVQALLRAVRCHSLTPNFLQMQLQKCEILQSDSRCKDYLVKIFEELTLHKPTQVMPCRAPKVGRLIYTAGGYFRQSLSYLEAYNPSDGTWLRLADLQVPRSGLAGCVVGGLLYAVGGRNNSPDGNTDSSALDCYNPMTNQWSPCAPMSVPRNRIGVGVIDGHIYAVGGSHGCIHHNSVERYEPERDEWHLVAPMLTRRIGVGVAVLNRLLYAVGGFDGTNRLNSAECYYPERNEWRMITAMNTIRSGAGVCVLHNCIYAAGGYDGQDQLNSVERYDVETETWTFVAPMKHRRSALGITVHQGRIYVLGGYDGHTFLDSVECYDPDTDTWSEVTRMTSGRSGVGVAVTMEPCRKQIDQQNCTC
LANA DNA inh: blocks KSHV LANA C-terminal domain binding to DNA; MBP-C-LANA/FAM-LBS DNA binding, fluorescence polarization; inhibition, % at 9 µM; actives 0.078% (n = 340,000);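 active = highest replicate inhibition at or above 60% at 9 µM, even if other replicates fall short; inactive = all replicates below 60% inhibition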;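 also: 0% = neutral control wells and 100% = 4 µM acridine orange control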
CAL PDZ FP: CAL PDZ (human) peptide binding inhibition. Q9HD26. purified CAL PDZ, TMR-peptide fluorescence polarization, 1 h. inhibition, % at 24.9 µM. actives 0.92% (n = 300,000). AID 602252;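 active = mean inhibition of at least 30% with at least half of replicates also reaching 30%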;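 also: 0% = DMSO neutral control and 100% = excess unlabeled competitor peptide PRC23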
V-ATPase pH: regulators of yeast V-ATPase proton transport | S. cerevisiae, pHLuorin cytosolic pH fluorescence | response, % at 10 µM | actives 0.37% (n = 350,000) | AID 504577; in the data active = response mostly above about 7.3%, no sharp cut-off; inactive = mostly below about 5.4%; also: actives read high; inactives centre near 0; some compounds called inactive have numbers as strong as hits; reference of the scale not given here
HTR5A ag ctr: HTR5A agonism, opioid heterodimer counter-screen; P47898; HTR5A agonist assay, luminescence, cell-based; activation, % at 9.3 µM; actives 0.61% (n = 340,000); AID 504692; in the data active = activation mostly above about 9.5%, no sharp cut-off; inactive = mostly below about 7.6%;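 also: 0% = cells with vehicle only and 100% = reference agonist; strong numbers were not always called active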
MOR-DOR inv ag: mu-delta opioid heterodimer inverse agonism; P35372+P41143; cell-based MOR-DOR heterodimer luminescence; inhibition, % at 9.3 µM; actives 0.21% (n = 340,000); AID 504357; in the data active = inhibition above about 22%, passing the limit was not always enough;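 also: 0% = cells with DMSO and 100% = wells without cells with DMSO; values of inactives mirror those of a sister screen read the other way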
cardiac RTF act: increases calcium sensitivity of human cardiac regulated thin filaments. AID 493008. IANBD-labeled TnC RTF fluorescence at EC20 calcium; 0% EC20 calcium, 100% full calcium. activation, % at 7.2 µM. actives 0.24% (n = 340,000). P19429+P45379;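 active = activation above the mean over all tested compounds plus 3 SD, cut at about 30% in these data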;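 also: rise in fluorescence read as greater calcium sensitivity of cardiac thin filaments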
Cardiac RTF inh: cardiac RTF calcium desensitization | IANBD-labeled cardiac RTF, Ca2+ fluorescence | inhibition, % at 7.15 µM | actives 0.12% (n = 340,000) | AID 493244;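 active = inhibition above the mean inhibition of all tested compounds plus 3 SD, cut at about 17% in these data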;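 also: assay run at fixed EC70 calcium of 1.6 mM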
OPRM1-OPRD1 ag: OPRM1-OPRD1 heterodimerization agonism; activation, % at 9.3 µM; actives 0.3% (n = 340,000); cells, luminescence; P35372+P41143; AID 504326; in the data active = activation above about 18%;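 also: 0% = vehicle-treated cells and 100% = reference agonist; values of inactives mirror those of a sister screen read the other way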
An asterisk follows results filed as active; . = no result given.

No.	SMILES	HTR5A inv ag	Keap1-Nrf2 PPI	LANA DNA inh	CAL PDZ FP	V-ATPase pH	HTR5A ag ctr	MOR-DOR inv ag	cardiac RTF act	Cardiac RTF inh	OPRM1-OPRD1 ag
1	COc1cc(CCC(=O)N2CCN(S(=O)(=O)c3ccc(C)c(C)c3)CC2)cc(OC)c1OC	-6	-3	-1.0	.	-4	2	16	-2	1	-3.0
2	O=C(CSc1nc(O)cc(=O)[nH]1)N1c2ccccc2CCc2ccccc21	-26	2	1.0	-4	-3	2	13	-4	-8	-2.6
3	CCN(CC(=O)Nc1ccc2c(c1)OCCO2)Cc1cc(=O)n2ccsc2n1	7	2	2.6	-4	1	-3	-2	4	-8	0.5
4	CCC(C)[C@H](NC(=O)[C@@H]1Cc2ccccc2CN1)C(=O)NCc1ccc(OC)cc1 (some centres not stated)	-14	-2	1.7	-4	2	5	-1	6	-6	0.2
5	O=C(CN1CCCCC1)N1N=C(c2cccs2)CC1c1cccs1 (configuration not stated)	-4	-2	0.9	-6	-2	0	7	-4	-5	-1.1
6	Nc1ccc(Oc2cc(N)cc(Oc3ccccc3)c2)cc1	-1	-4	-1.5	-4	-2	0	10	-8	-6	-1.8
7	Cc1cc(N2CCCC2=O)cc(C)c1S(=O)(=O)NCCOc1ccc(C(C)(C)C)cc1	0	2	0.3	-1	-6	3	8	-3	-1	-1.5
8	CCOc1cc(CNc2ccc(O)cc2)cc(Br)c1OCc1ccccc1F	-25	-8	-0.1	-2	-2	9	-70	-1	6	12
9	O=C1NC(Cc2c[nH]c3ccccc23)C(=O)N1CCOc1ccc(F)cc1 (configuration not stated)	5	0	-3.0	-2	0	-3	8	3	1	-1.4
10	CC(C)(C)C(=O)CSc1nc2ncc(Br)cc2[nH]1	10	-6	1.1	-6	3	-1	-7	2	-3	1.6
11	COc1ccc(-c2ccc3c(c2)c(C#Cc2ccsc2)c(-c2cc(OC)cc(OC)c2)n3C)cc1	-18	-6	-2.0	0	0	-1	-5	0	-3	0.9
12	COCCSc1ccccc1C(=O)N1CCN(Cc2ccc3c(c2)OCO3)CC1	-12	1	0.5	-8	5	-2	4	-1	-7	-0.6
13	CCCN(CC(=O)Nc1ccc(Cl)cc1Cl)C(=O)CC(NC(C)=O)c1ccccc1 (configuration not stated)	1	-1	0.3	-3	2	6	12	2	-3	-2.3
14	Cc1ccc(NS(=O)(=O)c2ccccc2)c(NS(=O)(=O)c2ccccc2)c1	-14	-2	-0.1	-1	2	4	14	1	1	-2.8
15	COc1ccc2oc(=O)c(-c3nnc(N)s3)cc2c1	17	-6	0.8	-5	-1	0	-1	7	-2	0.1
16	COc1ccccc1CCNC(=O)CC1C(=O)NCCN1CCCc1ccccc1 (configuration not stated)	-20	-3	-0.5	-4	-8	9	0	7	-7	0.1
17	CC(C)(C)C(=O)Nc1ccccc1C(=O)Nc1cc(Cl)ccc1Cl	-13	-2	-1.4	.	1	1	-27	2	-5	5.4
18	CCOC(=O)C1=NNC2(c3ccc(C)cc3)C(=O)N(c3ccc(Cl)cc3)C(=O)C12 (configuration not stated)	14	-3	-0.3	-1	10	1	-12	-2	-15	2.5
19	COc1cccc(NC(=O)COC(=O)C2=NN(c3ccccc3)C(=O)CC2)c1	-9	2	-2.3	-1	1	2	7	-1	3	-1.4
20	CCOC(=O)N1CCN(C(=O)CSc2nnc(COc3ccc(Cl)cc3)o2)CC1	5	0	1.0	.	3	-2	9	3	-6	-1.7
21	Cc1ccc(NC(=O)CN(C)C(=O)CCCN2C(=O)c3ccccc3C2=O)cc1	-17	-4	-3.0	-4	-2	-2	-5	10	-2	0.8
22	OCC1CCCCN1C(=S)NCc1ccco1 (configuration not stated)	-14	-2	-1.8	64*	0	1	13	-3	0	-2.4
23	O=C(Nc1ccc(F)cc1F)N1CCN(C(=O)c2ccco2)CC1	-3	3	2.1	0	0	-1	5	2	0	-0.9
24	CC(C(=O)NCCc1ccc(F)cc1)N1CCN(Cc2ccccc2)CC1 (configuration not stated)	14	-2	-1.8	-8	2	-5	8	6	-12	-1.8
25	COc1cccc(CNC(=O)CCC2CCCN(C(=O)c3ccc(OC)o3)C2)c1 (configuration not stated)	-7	-2	-0.3	-6	0	3	4	0	2	-0.7
26	COc1cccc(-n2nnc3c(=O)n(CC(=O)Nc4ccc(C)cc4)cnc32)c1	-4	0	-1.5	-4	0	2	14	6	-7	-2.9
27	CC(C)c1ccc(Oc2cccc3c2S(=O)(=O)N(C2CCCC2)CC(COCc2ccccc2)O3)cc1 (configuration not stated)	0	-1	1.3	7	1	0	9	-7	0	-2.0
28	O=C(CCCN1C(=O)S/C(=C\C=C\c2ccccc2)C1=O)Nc1ccc(C(=O)O)cc1	-10	-2	1.5	.	4	-3	-6	0	-8	0.9
29	O=C(COC(=O)/C=C/c1cccs1)NC(=O)Cc1ccccc1	5	-1	-0.9	4	-1	-2	15	-4	-1	-2.9
30	Cn1nccc1C(=O)N/N=C/c1ccccc1[N+](=O)[O-]	-22	-1	0.1	-6	-3	0	10	1	-6	-2.0
31	Cc1ccc(C)c(S(=O)(=O)c2c(N)n(/N=C/c3ccco3)c3nc4ccccc4nc23)c1	-25	-1	0.8	-5	-3	10	-42	-2	-14	6.6
32	CCCCOC(=O)CSCC(=O)N1N=C(c2cccs2)CC1c1ccc(F)cc1 (configuration not stated)	29	-2	-0.5	-5	-1	0	-11	1	6	2.0
33	CC(NC(=S)NC1CCCCC1)c1ccccc1 (configuration not stated)	-8	-5	-1.4	-5	0	2	-13	4	-12	2.6
34	CCN1CCN(c2nc3c(c(=O)[nH]c(=O)n3C)n2Cc2ccccc2)CC1	2	-1	0.3	-3	9	-1	18	2	-2	-3.4
35	NC(=O)C1CCN(CCCNC2CC(=O)N(Cc3ccc(N4CCCC4=O)cc3)C2=O)CC1 (configuration not stated)	-11	-5	0.6	.	1	4	11	4	-7	-2.1
36	O=C1CCc2cc(S(=O)(=O)NC3CCCCC3)cc3c2N1CC3	-5	-2	1.2	.	2	2	-4	-1	-12	0.6
37	COc1cccc(CNc2ccc3[nH]c(=O)[nH]c3c2)c1OCc1ccccc1	-8	-9	-1.4	-7	-7	3	-2	5	-5	0.3
38	CCOc1cccc(-c2nnc3sc(COc4ccc(C)cc4)nn23)c1	19	1	5.0	-2	-2	4	8	0	-5	-1.8
39	CCOC(=O)C(C)n1cnc2c(cnn2-c2ccc(Cl)cc2)c1=O (configuration not stated)	27	-4	0.7	-5	6	3	7	-5	-3	-1.2
40	COc1ccc(/C(C)=N/NC(=O)c2ccc(CSc3cccc4cccnc34)cc2)cc1OC	-14	0	-0.4	-1	-1	-1	-18	6	-8	3.2
41	CC(=O)Nc1ccc(NC(=O)c2c(-c3ccccc3)noc2C)cn1	-5	-5	-0.9	.	-2	2	11	-1	-2	-2.1
42	Cc1cc(C)cc(OCC(=O)OCC(=O)N2CCc3ccccc32)c1	21	1	-0.2	.	1	-8	-2	-8	-11	0.3
43	COc1ccc(/C=C(\C#N)C(=O)Nc2cc(C)c(Cl)cc2OC)cc1O	-5	-3	1.5	-1	0	1	-25	0	-7	4.8
44	Cn1c(=O)cc(NCc2ccccc2)[nH]c1=O	-5	0	-1.0	5	4	-1	15	4	-5	-2.8
45	O=C(NNC(=S)NC1CCCCC1)c1sc2ccccc2c1Cl	2	-1	2.5	3	-1	-1	13	-2	3	-2.3
46	CN(C)c1ccc(C(CNC(=O)c2ccccc2)c2c[nH]c3ccccc23)cc1 (configuration not stated)	9	-4	9.6	-4	3	0	-2	-1	9	0.4
47	COc1ccc(C(CNC(=O)COc2ccccc2C)N2CCCCC2)cc1 (configuration not stated)	2	-3	-1.6	2	-1	-1	9	0	10	-2.2
48	N#CCOc1ccc(C2=NO[C@@H]3[C@@H]4C[C@@H]([C@H]5C(=O)N(c6ccc7c(c6)OCO7)C(=O)[C@@H]45)[C@H]23)cc1	-1	1	-0.3	-2	0	0	-2	-1	3	0.4
49	O=C1N(Cc2cccc(Cl)c2)C[C@@H]2C[C@@H](c3ccc4nonc4c3)N3CCC[C@@]123	17	-7	-1.3	.	0	-4	10	3	-13	-1.9
50	Cc1cc(OC(=O)c2cccc(Cl)c2)c([N+](=O)[O-])c(=O)[nH]1	4	1	0.3	-1	6	5	7	-4	5	-1.4
51	O=C(N/N=C/c1ccc2ncccc2c1)c1ccco1	10	-2	0.0	5	1	-4	-5	-3	-7	0.7
52	COC(=O)[C@]1(Cc2ccccc2)N[C@H](CN(C)S(=O)(=O)c2ccc(OC(F)(F)F)cc2)[C@@H]2C(=O)N(Cc3ccccc3)C(=O)[C@@H]21	-12	-7	0.2	-6	-1	4	-12	-5	-8	2.6
53	N=c1sccn1CC(=O)Nc1ccccc1Sc1ccccc1	2	5	-1.9	8	-1	-1	13	6	-13	-2.5
54	COc1cc(C2Nc3ccccc3NC3=C2C(=O)CC(c2ccc(OC)c(OC)c2)C3)ccc1O (configuration not stated)	6	-2	0.8	-2	-1	-2	14	-1	2	-2.5
55	CC1=NN(C(=O)c2ccc(Br)cc2)C(O)(c2ccccc2)C1 (configuration not stated)	-12	-3	-1.4	0	-3	4	-10	-7	-22	1.4
56	O=C(N/N=C/c1cc(Br)c(Br)s1)c1ccncc1	-15	-4	0.9	-4	2	6	-1	0	-6	0.2
57	Clc1ccc(OCc2nn3c(C4CCCCC4)nnc3s2)cc1	1	-1	0.3	.	5	3	-9	-5	-4	2.2
58	O=C(NC1CCCC1)C(c1cccs1)N(Cc1ccco1)C(=O)c1csnn1 (configuration not stated)	4	2	-0.4	0	-1	-4	16	-2	10	-2.6
59	O=C(O)CCC(=O)N1CC=C(c2ccccc2)CC1	11	-1	-1.2	-1	1	9	11	-9	-1	-1.8
60	CCCCN(C)C(=O)c1cn(C)c2ccc(S(=O)(=O)N3CCC(C)CC3)cc2c1=O	-3	-3	-1.6	-1	4	-2	6	-3	4	-1.1

(continued)
No.	SMILES	HTR5A inv ag	Keap1-Nrf2 PPI	LANA DNA inh	CAL PDZ FP	V-ATPase pH	HTR5A ag ctr	MOR-DOR inv ag	cardiac RTF act	Cardiac RTF inh	OPRM1-OPRD1 ag
61	CCOc1ncccc1C(=O)OCC(=O)Nc1ccc(-c2nc3ccc(C)cc3s2)cc1	-18	5	-0.5	-2	-2	0	-43	1	-14	8.6
62	CCn1c2ccccc2c2cc(NC(=O)c3cc(OC)cc(OC)c3)ccc21	-20	1	0.0	-2	-1	8	1	2	-5	-0.1
63	CC(C)COc1ccc2[nH]c3c(c2c1)CCCC3=O	-1	-3	-0.3	-2	-1	8	-30	3	-10	5.3
64	CCCOc1ccccc1/C=C1\SC(N2CCCCC2)=NC1=O	-61	-2	-0.2	-3	-1	16*	3	-3	0	-0.6
65	CCSc1nnc(NC(=O)C2C3C=CC(C3)C2C(=O)O)s1 (configuration not stated)	15	-10	1.1	.	1	1	7	0	-7	-1.3
66	O=C(c1cc2c(s1)-c1ccccc1S(=O)(=O)C2)N1CCCC1	-13	-2	-1.4	2	-68	4	-2	-1	-5	0.3
67	Cc1cnnc2ccc3c(no[n+]3[O-])c12	6	-3	0.2	2	-4	-2	7	-5	4	-1.4
68	COc1ccc(CC(=O)OC(C)C(=O)NC2CCCCC2C)cc1 (configuration not stated)	-19	-1	0.8	-2	-6	3	11	3	-2	-1.7
